Screens: PubChem, Institute for Biomedicine and Glycomics
anti-Giardia: anti-Giardia activity of synthetic compounds – Compounds Australia Scaffold Library subset, 24/48 h, primary screen (AID 1794835); inhibition, % at 10 µM; hits give high values; 2,500 compounds, 2% hits; in the data active = inhibition mostly above about 45%, no sharp cut-off; inactive = mostly below about 37%;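 also: 0% = parasite counts in DMSO vehicle wells; trophozoite growth inhibition read by imaging counts at 24 h; calls made by hand needing about 50% inhibition in two separate runs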
Numbers without * were called inactive; i = inactive. These rows are one share of the data (hit frequency here may not be typical).

SMILES	anti-Giardia
CC1=NS(=O)(=O)N(C)C=C1C(=O)OCc1ccc(C(C)(C)C)cc1	i
COc1ccc2oc(-c3noc(C(NC(=O)c4ccco4)C(C)C)n3)c(C)c2c1 (stereo unspecified)	9.9
O=C1C(=O)N(c2nccs2)C(c2ccccc2C(=O)O)C1=C(O)c1ccc(Cl)cc1Cl (stereo unspecified)	i
CCN(CC)C(=O)C1=CC(c2ccc(F)cc2)=NS(=O)(=O)N1C	i
CC1(c2ccco2)NC(=O)N(CC(=O)c2ccccc2)C1=O (stereo unspecified)	12.8
Cc1ccccc1NC(=O)Cn1ccc2sccc2c1=O	19.9
NCc1c2n(c(=O)n(CC(=O)Nc3ccc4c(c3)OCCO4)c1=O)CCCCC2	i
COc1cccc2nnc(NC(=O)CCC(=O)NC3CCCCC3)n12	i
Cc1cc2nc(C(F)(F)F)c(=O)n(CC(=O)NC3CCCCC3)c2cc1C	i
c1cc(-c2nc(CN3CCn4c(nnc4C4CC4)C3)cs2)cs1	i
CCCNC1=C(C(=O)Nc2ccc(F)cc2)S(=O)(=O)c2ccccc21	46.5
COc1ccc(N2C(=O)NC(=O)C2=O)cc1	i
O=C(Cn1c(=O)c2nncn2c2ncccc21)N1CCN(c2cccc(Cl)c2)CC1	17.9
Cc1ccccc1Nc1nc(N)nc(COC(=O)c2sc3nc4n(c(=O)c3c2C)CCCCC4)n1	i
CCNS(=O)(=O)c1cc(-c2ccc(=O)n(CC)n2)sc1C	i
O=S(=O)(c1cccs1)N1CCN(Cc2c(-c3ccccc3)nc3sccn23)CC1	i
CC(C)(C)C(=O)N1CCN(S(=O)(=O)c2cc3c(cc2Cl)NC(=O)CO3)CC1	i
Cn1cc(-c2cncc(C(=O)Nc3ccc(-c4ncc[nH]4)cc3)c2)cn1	i
Cc1ccc(Cn2nnc3c(=O)n(Cc4nc(-c5ccccc5)no4)cnc32)cc1	2.1
Cc1nn(-c2ccc(F)cc2)c2nc(N3CCCN(C(=O)Cc4cccs4)CC3)sc12	27.0
CCn1cc2c(n1)-c1c(oc(C(=O)Nc3ccc(F)cc3)c1C)CC2	6.9
CCCOc1ccc(CNC(=O)N2CCCN(C3CC3)CC2)cc1OC	i
CC(C(=O)Nc1cccc2ccccc12)N1CCN(C(=O)c2n[nH]c3ccccc23)CC1 (stereo unspecified)	i
O=c1c2cc(-c3cccs3)nn2ccn1Cc1nc(-c2cccc(F)c2)no1	8.1
CC(C)NC(=O)N1CCN(C2=NS(=O)(=O)c3ccccc32)CC1	i
COc1cccc(CC2CCCN2Cc2nccn2C)c1 (stereo unspecified)	i
CCCn1c(=O)c2sccc2n2c(CCC(=O)NCCc3ccccc3)nnc12	0.3
CCc1ccc(-n2ccc(=O)c(-c3nc(-c4cccc(Cl)c4)no3)n2)cc1	4.9
CCCN1C(=O)c2c(C(=O)NCCc3ccccc3)ncn2CC1(C)C(=O)NCCC(C)C (stereo unspecified)	9.0
Fc1ccc(C2=Nc3ccc(Cl)cc3NC(c3cccs3)=N2)cc1	i
Cc1nn(C(C)C)c(C)c1S(=O)(=O)N1CCN(C(=O)c2cccs2)CC1	3.8
O=c1[nH]c(NC2CCCCC2)nnc1Cc1ccccc1	i
COc1ccc(Cl)cc1NS(=O)(=O)c1ccc(-c2nnc(C3CCC3)o2)s1	i
O=C(c1noc2ncnc(N3CCCC3)c12)N1CCN(c2ccccn2)CC1	7.3
Cc1cc(=O)nc2sc(N3CCN(C(=O)CC45CC6CC(CC(C6)C4)C5)CC3)nn12	i
COc1cc(NS(=O)(=O)c2ccc(C)cc2)cc2sc(NC(=O)c3ccccc3)nc12	50.0*
CN1CCC(Oc2ncccc2C(=O)N2CCOCC2)CC1	15.5
O=C(c1cccs1)N1CCn2c(nnc2-c2ccccc2)C1	i
CCCn1nccc1-c1csc(S(=O)(=O)NC(C)C)c1	9.7
CCc1ccc(C(=O)N2CCC(Cc3nc(-c4ccc(OC)cc4)no3)CC2)cc1	i
Cc1cccc(NC(=O)C2CCCN(c3c([N+](=O)[O-])c(C)nn3C)C2)n1 (stereo unspecified)	i
CCCc1noc(CN2CCCC2c2nncn2CC(C)C)n1 (stereo unspecified)	i
Cc1ccc(NC(=O)Cn2nnc(-c3nc(-c4ccncc4)no3)c2N)cc1	7.5
O=C(NCc1cccc(Br)c1)C1CCCN(c2nc3ccccc3n3cccc23)C1 (stereo unspecified)	i
CCOc1cc2c(cc1OCC)CN(Cc1nnc(-c3c(-c4ccccc4)noc3C)o1)CC2	i
COc1ccc(-c2cc(C(F)(F)F)n3nc(C(=O)N4CCOCC4)c(Cl)c3n2)cc1	i
Cc1ccc(CNc2nc(-c3ccco3)nn2C(=O)c2cccc([N+](=O)[O-])c2)cc1	6.6
O=C(C1CC=CCC1)N1CCN(S(=O)(=O)c2c[nH]c3ncccc23)CC1 (stereo unspecified)	7.5
CCc1nnc2sc(-c3ccc(CNC(=O)c4ccc(Br)o4)cc3)nn12	48.2
Cc1scc2nc(C(=O)Nc3ccccc3)nc(N3CCSCC3)c12	2.7

The list goes on.
SMILES	anti-Giardia
Cc1ccc(NC(=O)Cc2nc(-c3ccc4c(c3)CC(=O)N4C)cs2)cc1	10.0
COc1ccc(Nc2cc(C)nc(N3CCN(C(=O)c4ccccc4)CC3)n2)cc1	29.3
O=C(NCc1csc(-c2cccs2)n1)[C@H]1CCCN1C(=O)Nc1ccccc1	i
Cc1cc(C(F)(F)F)nn1CC(=O)Nc1cc(Oc2cccnc2)cc([N+](=O)[O-])c1	22.1
c1cnc(N2CCOCC2)c(OC2CCNC2)n1 (stereo unspecified)	i
COc1ccc(S(=O)(=O)n2nc(-c3cc(OC)c(OC)c(OC)c3)cc2N)cc1OC	21.7
CCn1cc(CN2CCCN(C(=O)C(C)n3cncn3)CC2)cn1 (stereo unspecified)	i
Cn1c(C(=O)NCc2ccc(F)cc2)cc2c(=O)n3ccccc3nc21	i
COc1ccc(-n2nc3c(c2NC(=O)c2ccc([N+](=O)[O-])cc2)CS(=O)(=O)C3)cc1	12.4
CN(C)CC1CN(S(=O)(=O)C2CC2)CC12CCOCC2 (stereo unspecified)	16.1
C/C(=C/C(=O)N1CCN(C(=O)c2ccc3nc[nH]c3c2)CC1)C1CC1	5.9
CC1CN(C(=O)c2cc(C3CC3)nc3c2cnn3C(C)C)CC(C)O1 (stereo unspecified)	i
CCNC(=O)N1CCN(C)c2ccccc2C1	i
O=C(Cn1c(=O)c2c(ncn2C2CCCC2)n(Cc2ccccc2)c1=O)Nc1cc(Cl)ccc1F	i
Cc1sc2cc(C(=O)NC(C)(C)C)[nH]c2c1CN1CCOCC1	2.4
CC(C)C(=O)N1CCN(c2nc3ccccc3c3nnc(-c4cccs4)n23)CC1	i
Cc1cccc(-c2nc3sc(N4CCN(C(=O)NC(C)C)CC4)nn3c2NC(C)(C)C)c1	i
CC(C)c1ccc(S(=O)(=O)N2CCN(c3cc(=O)n4nc(-c5ccccc5)sc4n3)CC2)cc1	i
COc1ccc(CC(=O)N2CCN(C(=O)c3cc(C4CC4)[nH]n3)CC2)cc1	2.8
O=C(C1CCN(c2ccc3nncn3n2)CC1)N1CCCCCC1	i
CCCn1c(Cn2ccnc2C)nc2cc(NC(=O)c3ccco3)ccc21	3.8
O=C(c1cccc(Br)c1)N1CCC(c2nc3ccccc3[nH]2)CC1	i
O=C(CN1C(=O)COc2ccc(C(=O)N3CCCCC3)cc21)NCc1ccccc1	i
O=C(CCn1c(=O)c2cccn2c2cccnc21)NC1CCCC1	4.3
CCOc1ccc(CNC(=O)c2cccc(NC(=O)c3nnc(C4CC4)s3)c2)cc1	i
CN1CCC(OC2CCN(C(=O)c3ccccn3)CC2)CC1	i
COc1ccc(Nc2nc(-c3nnn(-c4ccc(F)cc4F)c3C)ns2)cc1OC	26.4
CCOc1ccc(-n2c(=O)c3sc4ncccc4c3n(CC(=O)N3CCCCC3)c2=O)cc1	5.1
CCNC(=O)NC(=O)CN1CC2CC3CC(C2)CC1C3	i
Cc1cc(Cl)ccc1OCCCC(=O)Nc1nc2ccccc2[nH]1	27.8

Given comma-delimited: part of the list above.
Molecule,anti-Giardia
CCCn1c(Cn2ccnc2C)nc2cc(NC(=O)c3ccco3)ccc21,3.8
O=C(c1cccc(Br)c1)N1CCC(c2nc3ccccc3[nH]2)CC1,i
O=C(CN1C(=O)COc2ccc(C(=O)N3CCCCC3)cc21)NCc1ccccc1,i
O=C(CCn1c(=O)c2cccn2c2cccnc21)NC1CCCC1,4.3
CCOc1ccc(CNC(=O)c2cccc(NC(=O)c3nnc(C4CC4)s3)c2)cc1,i
CN1CCC(OC2CCN(C(=O)c3ccccn3)CC2)CC1,i
COc1ccc(Nc2nc(-c3nnn(-c4ccc(F)cc4F)c3C)ns2)cc1OC,26.4

In another format: four of the compounds above
CCOc1ccc(CNC(=O)c2cccc(NC(=O)c3nnc(C4CC4)s3)c2)cc1
  anti-Giardia: i
CN1CCC(OC2CCN(C(=O)c3ccccn3)CC2)CC1
  anti-Giardia: i
COc1ccc(Nc2nc(-c3nnn(-c4ccc(F)cc4F)c3C)ns2)cc1OC
  anti-Giardia: 26.4
CCOc1ccc(-n2c(=O)c3sc4ncccc4c3n(CC(=O)N3CCCCC3)c2=O)cc1
  anti-Giardia: 5.1

Other results:
SMILES	anti-Giardia
Cc1noc(C)c1C(=O)N1CCN(C(=O)c2ccc(F)cc2F)CC1	i
CCc1nnc2c(=O)n(CC(=O)NCc3ccc(Cl)cc3)c3ccccc3n12	i
CCN(c1cccc(C)c1)S(=O)(=O)c1cc(-c2nc(C)c(C)s2)sc1C	10.7
COc1ccc(-c2noc(CN3CCN(C(=O)c4nn(-c5cccc(Cl)c5)nc4C)CC3)n2)cc1	3.9
CCN(CC)S(=O)(=O)c1ccc(=O)n(Cc2noc(-c3ccc(F)cc3)n2)c1	i
Cc1ccc(Nc2cc(N3CCN(S(=O)(=O)c4ccc(C)c(C)c4)CC3)nc(C)n2)cc1	20.7
CN(C)[C@@H]1CN(Cc2ccc3[nH]ccc3c2)CC[C@H]1CO	6.2
CC(C)(C)c1csc(C2CCCCN2C(=O)CCn2ccnc2)n1 (stereo unspecified)	i
Cc1cccc(CNC(=O)CCCN2C(=O)CCn3nc(-c4cccn4C)cc32)c1	i
COc1ccc(CNC(=O)c2[nH]c3cc(C)sc3c2CN2CCCC2)cc1	35.5
Cc1cc(C(=O)CN2C(=O)C(=O)N(Cc3ccco3)C2=O)c(C)n1-c1nccs1	i
Cc1nn(C)c(C)c1CC(C)NC(=O)NCC1CN2CCCC2CO1 (stereo unspecified)	15.6
CC(C)(C)NC(=O)c1cc(-c2cccnc2)n[nH]1	15.5
COc1ccccc1CNC(=O)c1noc(C)c1CN1CCOCC1	0.2
CC(=O)c1cccc(NC(=O)C2CCCN(S(=O)(=O)c3c(C)noc3C)C2)c1 (stereo unspecified)	i
Cc1ccc(C(=O)N2CCN(S(=O)(=O)N3CCN(C)CC3)CC2)o1	i
CCNC(=O)N1CCCC(c2cccc(C(=O)NCCC3=CCCCC3)c2)C1 (stereo unspecified)	6.9
O=C(CCc1ccco1)N1CCC(c2ncc(-c3ccc(F)c(F)c3)[nH]2)CC1	i
CCc1nnsc1C(=O)N1CCCN(Cc2ccccc2F)CC1	i
O=C1NC2(CCCCCC2)C(=O)N1CN1CCN(CCOc2ccc(Cl)cc2)CC1	i
Cc1cn(S(=O)(=O)c2cccs2)cn1	i
O=C(Cn1cnc2c(nnn2Cc2ccc(Cl)cc2)c1=O)NC1CCCC1	16.4
O=C(c1nnn(-c2ccc(Cl)cc2)c1-c1cccnc1)N1CCCCC1	20.4
CNc1nc(C(N)=O)c(NC(=O)c2ccc(OC)cc2)s1	25.8
CCn1cc(CN(C)C(=O)c2cnn3c(C(F)F)cc(-c4ccc(OC)cc4)nc23)c(C)n1	29.0
Cc1cc(C)n(CC(=O)N2CCC(c3nc(-c4ccncc4)no3)C2)n1 (stereo unspecified)	i
CCCNC(=O)N1CCN(c2nc3ccccc3n3cccc23)CC1	22.4
COc1ccc(CN2CCCN(c3ncnc4ccccc34)CC2)cc1	i
NCc1c2n(c(=O)n(CC(=O)NCC(F)(F)F)c1=O)CCCCC2	i
COc1ccc(NC(=O)C2CCCN(c3ccnc(-c4ccc(C)cc4)n3)C2)c(OC)c1 (stereo unspecified)	i
O=C(CCc1ccc(Cl)cc1Cl)N1CCCC(c2ncn[nH]2)C1 (stereo unspecified)	0.4
CCN(C(=O)CN1C(=O)NC(C)(c2ccc3c(c2)OCO3)C1=O)C1CCS(=O)(=O)C1 (stereo unspecified)	i
Cc1[nH]ncc1C(=O)Nc1cc(C2CCOCC2)[nH]n1	2.9
CCOc1ccc(S(=O)(=O)N2CCN(c3cc(N4CCOCC4)nc(C)n3)CC2)cc1	i
CCc1cc(C2CCCN2C(=O)Nc2cc(C)cc(C)c2)on1 (stereo unspecified)	2.9
Cc1ccc2oc(N3CCN(C(=O)C(C)c4ccccc4)CC3)nc2n1 (stereo unspecified)	24.1
O=C1CN(C(=O)c2cccnc2Sc2ccc(Br)cc2)CCN1	i
CCOCCCNC(=O)N1CCN(Cc2ccccc2)c2ncccc21	i
O=C(Cn1nc2c3cc(-c4ccccc4)nn3ccn2c1=O)N1CCCc2ccccc21	i
Cc1ccc(C(=O)N2CCCC2c2nc(-c3cccc(C)c3)no2)cc1 (stereo unspecified)	i
Cc1ccc(NC(=O)c2oc3ccccc3c2NC(=O)c2ccccc2)cc1	1.2
CCOc1ccc(CN2CCN(C(=O)c3cn(Cc4ccccc4)nn3)CC2)cc1	i
COc1ccc(-n2nnnc2C2CCN(S(=O)(=O)c3ccccc3S(C)(=O)=O)CC2)cc1	i
Cc1c(O)ccc2c(Cn3cc(C(F)(F)F)cc(Cl)c3=O)cc(=O)oc12	i
Cc1ccc(S(=O)(=O)N2CCc3nc(N4CCOCC4)[nH]c(=O)c3CC2)cc1C	i
O=C(NCCCN1CCCCC1)c1cc(-c2cccs2)nc2ccccc12	13.3
COCCCNS(=O)(=O)c1ccc(-c2cnc(C)o2)cc1	0.5
CC(=O)Nc1cc(NC(=O)c2cc(-c3ccccc3)nc3c2cnn3Cc2cccnc2)ccc1F	25.1
